FLuc counter = firefly luciferase modulation, counter-screen for miR-21 project; purified FLuc, Km substrates, luminescence inhibition; Potency, µM (series often up to 57.5 µM), inactives show at the highest dose activity change, negative = inhibition, hits mostly inhibitors; hit rate 6.9% among 360,000; AID 588342;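 further: plate controls were vehicle for no effect and reference inhibitor for full effect; nearly all actives have a fitted effect of over 55% in size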
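Purified P. pyralis luciferase (10nM final) with 10uM D-luciferin and 10uM ATP (Km levels) in 50mM Tris acetate pH 7.5, 10mM Mg acetate, 0.01% Tween-20, 0.05% BSA; qHTS 6-point titration, ~60 µM downward; luminescence read.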
uPA generation = inhibitors of cell surface uPA generation. hit rate 0.31% among 330,000. cell surface uPA generation assay, qHTS. Potency, µM (highest dose often 38.3 µM), for inactives: at the highest dose activity change, negative = inhibition, actives largely listed as inhibitors; active means well fitted inhibition curve with a large enough effect; inconclusive means small, poorly fitted or top-dose-only effect; inactive means no such curve, though single readings can be large or run the other way; tested in mouse RAW 264.7 cells; further: on the % scale 0 is the no-effect control and ±100 the full control effect; nearly all actives have a fitted effect of over 55% in size
NPC1 prom act = activates the NPC1 promoter. Potency, µM (doses to about 9.22 µM), without a hit: at the highest dose activation, most hits filed as activators. Huh7 NPC1 promoter luciferase reporter, 24 h. hit rate 2.4% among 320,000;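 further: % of control where 0% means no effect; nearly all actives have a fitted effect of over 60% in size; reporter is driven by a mutant NPC1 promoter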
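Luminescence from an NPC1 promoter-driven luciferase reporter in stably transfected Huh7 cells was measured after 24 h compound treatment at 37 °C, followed by 10 min ambient incubation with luciferase detection reagent.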
BRCA1 expr up = BRCA1 expression activation | Potency, µM (doses to about 46.1 µM), inactives show at the highest dose activation, actives largely listed as activators | MCF7-BRCA1-FFLuc reporter, luminescence, 48 h; response scale: scaled: vehicle 0%, 10 µM genistein 100% | AID 624202 | hit rate 1.1% among 380,000; further: nearly all actives have a fitted effect of over 80% in size; some results filed as inactive show a strong effect at the top dose
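Luminescence from a BRCA1-driven firefly luciferase in MCF7 cells was read after 48 h compound exposure at 37 C. Data normalized against DMSO and a 10microM genistein activation control, then curve-fitted across the titration.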
MBNL1 CUG block = MBNL1-poly(CUG) RNA binding inhibition; Q9NR56; TR-FRET MBNL1-His/biotin-(CUG)12 binding, 665/545 ratio; Potency, µM (titrated, usually from 57.5 µM), without a hit: at the highest dose activity change, negative = inhibition, usual class: inhibitors; hit rate 0.036% among 280,000; active means well fitted inhibition curve with a large enough effect in the signal ratio, with a control signal flat, not every such curve was filed as active; inconclusive means small, poorly fitted or top-dose-only effect, or effect the other way, or a change in a side signal; inactive means no such curve, though single readings can be large or run the other way; the % refers to the signal ratio; further: on the % scale 0 is the no-effect control and ±100 the full control effect
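His-tagged MBNL1 binding to biotinylated (CUG)12 RNA was measured by TR-FRET using terbium anti-His antibody (0.055 ng/ul final) and streptavidin-XL665 (5 nM final). Compounds were titrated 92 nM to 58 uM; 60 min at room temperature.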
ELG1 genotoxic = induces genotoxicity in HEK293T cells with luciferase-tagged ELG1; hit rate 1.3% among 330,000; HEK293T ELG1-luciferase reporter, luminescence, 16 h; AID 504466; Potency, µM (titrated, usually from 46 µM), inactives show at the highest dose activity change, positive = activation, actives largely listed as activators; further: % of control where 0% means no effect; nearly all actives have a fitted effect of over 60% in size
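Quantitative HTS format in 1536-well plates. HEK293T ELG1-luciferase reporter cells receive test compound and are incubated 16 hr at 37 °C, 5% CO2; ONE-Glo added, 30 min room temperature, then luminescence read.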
RORg inh = ROR gamma (mouse) transcription inhibition. P51450. Drosophila S2 Gal4-RORgamma UAS-luciferase reporter, 20 h. Potency, µM (top dose mostly 53.6 µM), for inactives: top-dose activity change, negative = inhibition, most hits filed as inhibitors. hit rate 5.4% among 310,000; further: on the % scale 0 is the no-effect control and ±100 the full control effect; nearly all actives have a fitted effect of over 60% in size
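Drosophila Schneider cells stably carrying a metallothionein-driven Gal4 DBD–ROR gamma fusion and a UAS-Photinus luciferase reporter were exposed to compound for 1 hr, then induced with copper sulfate (700 uM final) for 20 hr at ambient temperature before luminescence reading.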
p53 reactivator = mutant p53 re-activation in reporter cells; H1299 p53-A138V BP100-luciferase reporter, luminescence, 24 h; Potency, µM (doses to about 92.2 µM), inactives show at the highest dose activity change, positive = activation, usual class: activators; hit rate 0.063% among 320,000; AID 504706; further: % of control where 0% means no effect; nearly all actives have a fitted effect of over 45% in size
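p53-null H1299 cells stably carrying temperature-sensitive p53-A138V and a BP100-luciferase reporter were pinned with compounds (4-point, 1:5 series) and held 24 hrs at 37 deg C. Luminescence was read 10 min after detection reagent.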
MLL CXXC-DNA inh = blocks binding of human MLL CXXC domain to DNA | MLL-CXXC / FITC-HOXA9 DNA fluorescence polarization | Potency, µM (top dose mostly 115 µM), for inactives: at the top dose activity change, negative = inhibition, usual class: inhibitors | hit rate 0.037% among 290,000 | AID 2662; active means well fitted inhibition curve with a large enough effect in the polarisation, with a control signal flat, not every such curve was filed as active; inconclusive means small, poorly fitted or top-dose-only effect, or effect the other way, or a change in a side signal; inactive means no such curve, though single readings can be large or run the other way; the % refers to the polarisation
Target sequence (Q03164 whole entry, looked up, the tested form may be a part): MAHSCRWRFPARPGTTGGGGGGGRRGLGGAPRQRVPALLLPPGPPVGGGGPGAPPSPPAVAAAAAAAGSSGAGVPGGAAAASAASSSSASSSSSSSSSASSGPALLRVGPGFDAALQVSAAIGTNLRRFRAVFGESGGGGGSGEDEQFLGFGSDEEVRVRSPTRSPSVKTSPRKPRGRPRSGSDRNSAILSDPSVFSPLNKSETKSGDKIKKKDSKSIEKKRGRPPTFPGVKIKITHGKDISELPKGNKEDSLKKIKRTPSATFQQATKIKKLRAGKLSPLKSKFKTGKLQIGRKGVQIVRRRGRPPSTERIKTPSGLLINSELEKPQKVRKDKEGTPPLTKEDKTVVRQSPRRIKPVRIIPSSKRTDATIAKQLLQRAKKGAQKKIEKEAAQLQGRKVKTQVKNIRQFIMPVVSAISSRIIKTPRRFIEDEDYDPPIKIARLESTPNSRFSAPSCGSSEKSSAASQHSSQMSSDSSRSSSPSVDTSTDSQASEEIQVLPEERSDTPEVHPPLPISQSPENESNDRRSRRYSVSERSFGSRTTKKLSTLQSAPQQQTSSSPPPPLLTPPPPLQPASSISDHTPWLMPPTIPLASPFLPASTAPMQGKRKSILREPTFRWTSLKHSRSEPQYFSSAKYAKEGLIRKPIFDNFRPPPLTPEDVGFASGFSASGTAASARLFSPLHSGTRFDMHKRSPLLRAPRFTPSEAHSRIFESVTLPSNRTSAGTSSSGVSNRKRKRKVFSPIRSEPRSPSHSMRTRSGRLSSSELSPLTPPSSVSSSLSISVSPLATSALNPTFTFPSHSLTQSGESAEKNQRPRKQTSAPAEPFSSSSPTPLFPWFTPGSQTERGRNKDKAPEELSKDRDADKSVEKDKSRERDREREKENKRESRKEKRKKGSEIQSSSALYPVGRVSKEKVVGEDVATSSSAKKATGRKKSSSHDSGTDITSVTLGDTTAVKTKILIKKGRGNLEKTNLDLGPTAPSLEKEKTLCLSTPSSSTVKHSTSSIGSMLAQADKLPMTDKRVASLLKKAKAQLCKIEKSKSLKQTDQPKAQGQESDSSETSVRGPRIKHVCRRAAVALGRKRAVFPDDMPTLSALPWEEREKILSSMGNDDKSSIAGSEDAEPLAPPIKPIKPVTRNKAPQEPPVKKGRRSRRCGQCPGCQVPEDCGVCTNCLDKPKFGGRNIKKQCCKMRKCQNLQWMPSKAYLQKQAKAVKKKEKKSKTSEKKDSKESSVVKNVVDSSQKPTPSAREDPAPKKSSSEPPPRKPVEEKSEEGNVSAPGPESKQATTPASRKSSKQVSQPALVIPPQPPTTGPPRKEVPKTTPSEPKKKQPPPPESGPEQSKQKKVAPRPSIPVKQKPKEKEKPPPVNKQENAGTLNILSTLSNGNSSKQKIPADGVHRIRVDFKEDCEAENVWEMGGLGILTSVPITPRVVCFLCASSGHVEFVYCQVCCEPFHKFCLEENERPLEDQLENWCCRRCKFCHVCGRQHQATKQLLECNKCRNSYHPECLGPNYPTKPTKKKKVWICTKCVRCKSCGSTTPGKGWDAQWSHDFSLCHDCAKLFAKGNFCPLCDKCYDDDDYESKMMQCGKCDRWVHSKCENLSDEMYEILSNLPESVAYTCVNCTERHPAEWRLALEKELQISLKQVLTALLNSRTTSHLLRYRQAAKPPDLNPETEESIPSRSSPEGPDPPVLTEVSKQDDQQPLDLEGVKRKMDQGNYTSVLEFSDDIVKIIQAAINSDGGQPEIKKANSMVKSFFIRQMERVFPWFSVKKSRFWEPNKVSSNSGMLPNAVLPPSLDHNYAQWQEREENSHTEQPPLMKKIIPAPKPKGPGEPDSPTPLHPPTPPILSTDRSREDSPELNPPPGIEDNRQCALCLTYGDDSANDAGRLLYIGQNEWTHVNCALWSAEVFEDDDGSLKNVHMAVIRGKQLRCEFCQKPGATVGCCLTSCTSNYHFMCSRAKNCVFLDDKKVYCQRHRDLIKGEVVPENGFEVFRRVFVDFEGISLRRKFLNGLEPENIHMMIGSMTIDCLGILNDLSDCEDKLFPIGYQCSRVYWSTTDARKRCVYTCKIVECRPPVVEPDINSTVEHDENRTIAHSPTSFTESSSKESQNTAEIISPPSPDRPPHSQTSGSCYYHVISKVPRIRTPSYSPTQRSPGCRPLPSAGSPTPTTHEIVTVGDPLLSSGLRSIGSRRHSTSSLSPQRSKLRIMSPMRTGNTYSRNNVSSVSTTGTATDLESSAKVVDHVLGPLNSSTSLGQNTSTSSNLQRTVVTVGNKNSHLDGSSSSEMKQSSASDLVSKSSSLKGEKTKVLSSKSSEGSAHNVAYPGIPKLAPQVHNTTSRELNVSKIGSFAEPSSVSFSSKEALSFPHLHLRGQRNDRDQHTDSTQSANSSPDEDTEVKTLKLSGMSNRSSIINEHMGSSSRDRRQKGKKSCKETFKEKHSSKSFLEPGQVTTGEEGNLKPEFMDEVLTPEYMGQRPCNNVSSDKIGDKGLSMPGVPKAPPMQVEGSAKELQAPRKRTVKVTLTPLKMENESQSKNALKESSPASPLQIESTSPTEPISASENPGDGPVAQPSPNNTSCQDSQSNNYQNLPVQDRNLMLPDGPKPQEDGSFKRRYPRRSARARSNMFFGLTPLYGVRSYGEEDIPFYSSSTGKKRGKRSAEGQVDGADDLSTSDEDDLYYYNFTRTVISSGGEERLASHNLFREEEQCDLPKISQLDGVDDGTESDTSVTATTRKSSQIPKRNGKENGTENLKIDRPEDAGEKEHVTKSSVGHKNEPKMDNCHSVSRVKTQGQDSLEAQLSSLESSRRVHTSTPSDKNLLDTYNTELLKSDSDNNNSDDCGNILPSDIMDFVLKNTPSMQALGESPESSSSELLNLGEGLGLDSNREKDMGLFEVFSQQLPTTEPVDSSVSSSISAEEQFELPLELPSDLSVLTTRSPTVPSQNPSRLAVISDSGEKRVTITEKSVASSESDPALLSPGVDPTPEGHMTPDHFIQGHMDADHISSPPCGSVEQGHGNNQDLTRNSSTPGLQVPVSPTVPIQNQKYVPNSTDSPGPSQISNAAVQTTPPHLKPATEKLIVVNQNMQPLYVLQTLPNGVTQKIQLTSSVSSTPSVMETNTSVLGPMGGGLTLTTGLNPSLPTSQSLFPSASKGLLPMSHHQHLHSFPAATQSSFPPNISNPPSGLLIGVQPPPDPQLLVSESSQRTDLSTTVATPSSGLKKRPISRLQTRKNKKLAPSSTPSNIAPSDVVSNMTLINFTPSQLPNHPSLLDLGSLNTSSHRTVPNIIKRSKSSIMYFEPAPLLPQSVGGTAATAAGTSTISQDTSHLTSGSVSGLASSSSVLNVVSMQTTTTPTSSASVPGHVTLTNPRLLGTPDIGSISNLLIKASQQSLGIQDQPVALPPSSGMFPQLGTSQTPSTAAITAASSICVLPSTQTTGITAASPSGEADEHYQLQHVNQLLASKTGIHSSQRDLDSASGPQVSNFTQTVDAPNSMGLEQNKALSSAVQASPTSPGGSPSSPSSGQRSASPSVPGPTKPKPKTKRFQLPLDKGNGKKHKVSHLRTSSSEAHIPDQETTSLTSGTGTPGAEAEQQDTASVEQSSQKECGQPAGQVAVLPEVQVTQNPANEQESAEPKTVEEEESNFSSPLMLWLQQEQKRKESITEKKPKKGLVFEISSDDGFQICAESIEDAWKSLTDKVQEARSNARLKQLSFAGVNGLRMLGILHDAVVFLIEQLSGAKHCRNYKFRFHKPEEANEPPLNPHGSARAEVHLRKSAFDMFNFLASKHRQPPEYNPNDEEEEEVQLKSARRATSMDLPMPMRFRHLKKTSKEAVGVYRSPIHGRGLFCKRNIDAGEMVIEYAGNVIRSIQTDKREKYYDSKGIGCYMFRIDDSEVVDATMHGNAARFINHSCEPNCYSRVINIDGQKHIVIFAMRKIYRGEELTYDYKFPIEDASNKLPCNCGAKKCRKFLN
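Steps: dispense CXXC domain solution (7 uM) → pin compounds or unlabeled HOX-A9 DNA control → 5 min ambient → add FLSN-HOX-A9 solution (50 nM) → spin → 30 min ambient → fluorescence polarization. Tris pH 7.5/NaCl/DTT/BSA buffer.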
VP16 counter = Gal4-VP16 reporter inhibition counter-screen. hit rate 3.5% among 310,000. Drosophila S2 Gal4-VP16 UAS-luciferase, luminescence, 20 h. Potency, µM (doses to about 53.6 µM), for the others: at the highest dose activity, negative = inhibition, usual class: inhibitors;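 further: Gal4-VP16 expression switched on by copper sulfate through the metallothionein promoter; on the % scale 0 is the no-effect control and ±100 the full control effect; nearly all actives have a fitted effect of over 50% in size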
Rab9 prom act = Rab9 promoter activation | Huh7 Rab9 promoter-luciferase reporter, luminescence, 24 h | Potency, µM (top dose mostly 9.22 µM), for the others: at the highest dose activation, negative = inhibition, hits mostly activators | hit rate 2.8% among 320,000; further: % of control where 0% means no effect; nearly all actives have a fitted effect of over 60% in size
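Rab9 promoter-driven luciferase in stably transfected Huh7 cells; 1500 cells/well rested 2 h, exposed to compound in DMSO for 24 h at 37 °C, 5% CO2. Luminescence read 10 min after adding luciferase reagent at ambient temperature.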
* hit, by the source's call; & = joins results of further samples; ! = a repeat was not active; [ ] = dose if it differs, or a comment. Unless noted, the call rests on the fitted dose curve; in most records, active means well fitted curve in the direction sought with a large enough effect; inconclusive means small, poorly fitted or top-dose-only effect, or another doubt; inactive means no such curve, though single readings can be large; an effect the other way counts as inactive or inconclusive. Potency means the concentration at half of the fitted maximal effect.

CCn1cc(C(=O)NCc2ccc(OC)cc2)c(=O)c2ccc(C)nc21 was read as FLuc counter -11%, uPA generation 0%, NPC1 prom act -2%, BRCA1 expr up 35%, MBNL1 CUG block 0%, ELG1 genotoxic 1%, RORg inh -7%, p53 reactivator 9%, MLL CXXC-DNA inh -3%, VP16 counter -8% and Rab9 prom act -3%.
Screening C=CCn1c(=NC(=O)C2CC2)sc2cc(NC(C)=O)ccc21 returned FLuc counter -20%, uPA generation -24%, NPC1 prom act 21%, BRCA1 expr up -39%, MBNL1 CUG block 7%, ELG1 genotoxic 12%, RORg inh -11%, p53 reactivator 10%, MLL CXXC-DNA inh 5%, VP16 counter -3% and Rab9 prom act 13%.
For CCc1ccc(C(C)NC(=O)Cn2cnc3c(=O)n(C)c(=O)n(C)c32)cc1 (stereo not given) the results were FLuc counter 3%, uPA generation 4%, NPC1 prom act -1%, BRCA1 expr up -15%, MBNL1 CUG block -2%, ELG1 genotoxic -4%, RORg inh 4%, p53 reactivator -12%, MLL CXXC-DNA inh -16%, VP16 counter -10% and Rab9 prom act -5%.
Screening CC1CCN(S(=O)(=O)c2ccc3ccccc3c2)CC1 returned FLuc counter 15%, uPA generation 1%, NPC1 prom act -1%, BRCA1 expr up -21%, MBNL1 CUG block 3%, ELG1 genotoxic -1%, RORg inh inconclusive, p53 reactivator 2%, MLL CXXC-DNA inh -5%, VP16 counter 10% and Rab9 prom act -5%.
`Cc1cccc(/C=N/n2c(COc3ccccc3)n[nH]c2=S)c1` gave FLuc counter -2%, uPA generation -4%, NPC1 prom act 3%, BRCA1 expr up -18%, MBNL1 CUG block -9%, ELG1 genotoxic 1%, RORg inh 7.1µM*, p53 reactivator -3%, MLL CXXC-DNA inh -7%, VP16 counter inconclusive and Rab9 prom act 2%.
`O=C(CC1SC(=O)N(c2ccccc2)C1=O)Nc1ccc(Cl)cc1` (stereo not given) gave FLuc counter -14%, uPA generation -2%, NPC1 prom act -1%, BRCA1 expr up 12%, ELG1 genotoxic 0%, RORg inh 16µM*, p53 reactivator 10%, MLL CXXC-DNA inh 30%[activator], VP16 counter -6% and Rab9 prom act 1%.
`Cc1cccc(C)c1OCC(N)C(C)C` (stereo not given) gave FLuc counter 3%, uPA generation 23%, NPC1 prom act 2%[46.1 µM], BRCA1 expr up 10%, ELG1 genotoxic 6%, p53 reactivator -1%, MLL CXXC-DNA inh 7% and Rab9 prom act 5%[46.1 µM].
For CCOC(=O)C1CCCN(CCC(=O)Nc2cccc(C)c2)C1 (stereo not given) the results were FLuc counter 15µM*!, uPA generation -5%, NPC1 prom act 3.5µM*, BRCA1 expr up 5%, MBNL1 CUG block -10%, ELG1 genotoxic inconclusive, RORg inh 4%, p53 reactivator 2%, MLL CXXC-DNA inh 1%, VP16 counter 23% and Rab9 prom act 3.2µM*.
For Oc1ccc(Cl)cc1CNCc1ccc(Cl)nc1 the results were FLuc counter 0%, uPA generation -18%, NPC1 prom act -4%, BRCA1 expr up -3%, ELG1 genotoxic 12%, p53 reactivator 8% and Rab9 prom act 4%.
For COC(=O)c1c(C(=O)OC)c(-c2ccccc2)n2c1CCC2 the results were FLuc counter 4%, NPC1 prom act 0%, BRCA1 expr up -14%, MBNL1 CUG block -6%, ELG1 genotoxic -2%, RORg inh 3%, p53 reactivator 1%, MLL CXXC-DNA inh -7%, VP16 counter -10% and Rab9 prom act -5%.
For CC(C)CCN1CCN=C1N(C)C the results were FLuc counter 3%, uPA generation -11%, NPC1 prom act 2%, BRCA1 expr up 0%, ELG1 genotoxic 6%, p53 reactivator 5% and Rab9 prom act -7%.
Cc1ccc(S(=O)(=O)N2C(=O)c3cccc4cccc2c34)cc1 was read as FLuc counter 4%, uPA generation 7%, NPC1 prom act -4%, BRCA1 expr up -37%, MBNL1 CUG block 6%, ELG1 genotoxic -14%, RORg inh 22%, p53 reactivator 1%, MLL CXXC-DNA inh 8%, VP16 counter -18% and Rab9 prom act -1%.
Screening Cc1ccc(C(O)(C(=O)NNc2ccc3ccccc3n2)c2ccc(C)cc2)cc1 returned FLuc counter 4%&0%, uPA generation -5%&-8%, NPC1 prom act -8%&-5%, BRCA1 expr up -61%&-80%, MBNL1 CUG block -8%, ELG1 genotoxic -2%&-6%, RORg inh 10µM*, p53 reactivator 9%&-6%, MLL CXXC-DNA inh 17%&-10%, VP16 counter 8.9µM* and Rab9 prom act -2%&0%.
O=C(O)CC(c1ccc(Cl)cc1)N1C(=O)CCC1=O (stereo not given) was read as FLuc counter 0%, uPA generation -1%, NPC1 prom act 0%, BRCA1 expr up 8%, MBNL1 CUG block -6%, ELG1 genotoxic 3%, RORg inh -37%, p53 reactivator -17%, MLL CXXC-DNA inh 0%, VP16 counter 2% and Rab9 prom act 3%.
COc1ccc2c(c1)C(=NO)c1cc(OC)ccc1-2 was read as FLuc counter inconclusive, uPA generation -4%, NPC1 prom act 7%, BRCA1 expr up -16%, MBNL1 CUG block 19%, ELG1 genotoxic -8%, RORg inh 34%, p53 reactivator inconclusive, MLL CXXC-DNA inh -2%, VP16 counter 2% and Rab9 prom act -2%.
`Cc1ccc(S(=O)(=O)N(CC(=O)NC2CC2)c2ccc(C)c(Cl)c2)cc1` gave FLuc counter -1%, uPA generation 8%, NPC1 prom act 8%, BRCA1 expr up -1%, MBNL1 CUG block 4%, ELG1 genotoxic -2%, RORg inh -32%, p53 reactivator -10%, MLL CXXC-DNA inh 5%, VP16 counter -3% and Rab9 prom act 3%.
Cc1ccccc1CN(C)C1CCN(C)CC1 was read as FLuc counter -4%, uPA generation -2%, NPC1 prom act 0%, BRCA1 expr up 1%, MBNL1 CUG block -7%, ELG1 genotoxic -4%, RORg inh -11%, p53 reactivator 1%, MLL CXXC-DNA inh 4%, VP16 counter -6% and Rab9 prom act 2%.
Cn1c(=O)c2c(SCc3cccnc3)nc(CC(C)(C)C)nc2n(C)c1=O was read as FLuc counter -2%, uPA generation -20%, NPC1 prom act 2%, BRCA1 expr up -14%, MBNL1 CUG block -1%, ELG1 genotoxic -6%, RORg inh inconclusive, p53 reactivator 0%, MLL CXXC-DNA inh 0%, VP16 counter -6% and Rab9 prom act -10%.
For O=C(NNc1nc(-c2ccccc2)cs1)c1ccc(F)cc1 the results were FLuc counter -17%, uPA generation 6%, NPC1 prom act -1%, BRCA1 expr up 5%, MBNL1 CUG block -5%, ELG1 genotoxic 0%, RORg inh 2µM*, p53 reactivator inconclusive, MLL CXXC-DNA inh 14%, VP16 counter 11µM* and Rab9 prom act 3%.
For NS(=O)(=O)c1ccc(CCNc2ncnc3sccc23)cc1 the results were FLuc counter -4%, uPA generation -3%, NPC1 prom act -18%, BRCA1 expr up -71%, MBNL1 CUG block 1%, ELG1 genotoxic -4%, RORg inh inconclusive, p53 reactivator -2%, MLL CXXC-DNA inh -2%, VP16 counter 4µM* and Rab9 prom act -21%.
For Cc1nn(C)c(=O)n1N(C)c1ncc(C(F)(F)F)cc1Cl the results were FLuc counter -1%, uPA generation 11%, NPC1 prom act -2%, BRCA1 expr up -1%, MBNL1 CUG block -8%, ELG1 genotoxic -4%, RORg inh 20%, p53 reactivator 0%, MLL CXXC-DNA inh 9%, VP16 counter -6% and Rab9 prom act -5%.
`CC(NC(=O)NC12CC3CC(CC(C3)C1)C2)c1ccc2c(c1)OCO2` (stereo not given) gave FLuc counter 3%, uPA generation 9%, NPC1 prom act 2%, BRCA1 expr up -8%, MBNL1 CUG block 2%, ELG1 genotoxic -4%, RORg inh 18%, p53 reactivator -10%, MLL CXXC-DNA inh 5%, VP16 counter 15% and Rab9 prom act -4%.
For O=C(CSc1ccc2nnc(-c3ccncc3)n2n1)Nc1ccc2c(c1)OCCO2 the results were FLuc counter -3%, uPA generation 4%, NPC1 prom act -1%, BRCA1 expr up -1%, MBNL1 CUG block -14%, ELG1 genotoxic 4%, RORg inh -12%, p53 reactivator -1%, MLL CXXC-DNA inh -1%, VP16 counter 6% and Rab9 prom act 7%.
CC1(C)CC(=O)C(=Cc2cn(-c3ccccc3)nc2-c2ccc(Cl)cc2)C(=O)C1 was read as FLuc counter inconclusive, uPA generation -4%, NPC1 prom act 10%, BRCA1 expr up 27%, MBNL1 CUG block -19%, ELG1 genotoxic 4%, RORg inh 27%, p53 reactivator 2%, MLL CXXC-DNA inh -23%, VP16 counter 8% and Rab9 prom act 1%.

Assay outcomes as filed in PubChem BioAssay.

The list is partial; rates above refer to the full screens.
